Screening data (PubChem)
Tat export inh – inhibitors of E. coli Tat protein transport. E. coli MC4100 TorA-mCherry Tat export, fluorescence. inhibition, % at 10 µM. 340,000 tested, 0.036% active;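 active = mean replicate inhibition at least 50% and at least half of replicates individually reaching 50%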;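 note: exported cargo escapes ClpAP degradation while cytoplasmic cargo is degraded and loses fluorescence; 0% = median of neutral control wells and 100% = median of NaSCN control wells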
PKA-R1A act – activates the PKA-R1A holoenzyme complex | P00514+P68181 | PKA-R1A dissociation, Cy5-IP20 fluorescence polarization; scaled: DMSO 0%, 113 µM cGMP 100% | activation, % at 11.4 µM | 340,000 tested, 0.083% active | AID 504707;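 active = percent activation above the mean of all tested compounds plus 3 SD, cut at about 19% in these data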;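 note: higher means more PKAc released from R1A so a rise in polarization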
phage Ecoli inh – E. coli growth loss with phage present | AID 651602 | growth absorbance | 360,000 tested, 0.26% active | inhibition, % at 11.9 µM; in the data active = inhibition above about 11%
PfHsp90 yeast 2 – reduces growth (ATP signal) of yeast expressing P. falciparum Hsp90 | 310,000 tested, 0.32% active | AID 504621 | S. cerevisiae expressing PfHsp90, BacTiter-Glo ATP, 48 h; yeast lacking PDR1 and PDR3 efflux regulators | inhibition, % at 9.4 µM;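 active = every replicate shows inhibition above about 80%, whatever the replicate mean, limit read from the data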;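 note: 0% = DMSO neutral controls and 100% = 20 µM radicicol positive controls; yeast relying on Plasmodium falciparum Hsp90 in place of its own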
Mot1-301 SUMO – SUMOylation pathway inhibition by Mot1-301 growth rescue; S. cerevisiae Mot1-301 growth rescue, ATP luminescence, 38.5C; percent above DMSO median, 100 means doubled; growth rescue, % at 18.8 µM; 320,000 tested, 1% active;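 active = every valid replicate shows activation above 250% relative to neutral control wells; inactive = the rest, any valid replicate at or below 250%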;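 note: OY570 slx delta 5 strain wells were the positive control but not used for scaling; some compounds called inactive have numbers as strong as hits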
MOR-DOR ag – OPRM1-OPRD1 heterodimerization agonism; P35372+P41143; cells, luminescence; activation, % at 9.3 µM; 340,000 tested, 0.3% active; in the data active = activation above about 18%;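 note: 0% = vehicle-treated cells and 100% = reference agonist; values of inactives mirror those of a sister screen read the other way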
MOR-DOR inv ag – mu-delta opioid heterodimer inverse agonism; P35372+P41143; cell-based MOR-DOR heterodimer luminescence; inhibition, % at 9.3 µM; 340,000 tested, 0.21% active; AID 504357; in the data active = inhibition above about 22%, passing the limit was not always enough;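 note: 0% = cells with DMSO and 100% = wells without cells with DMSO; values of inactives mirror those of a sister screen read the other way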
AddAB inh – less growth of phage-infected E. coli with AddAB; E. coli expressing H. pylori AddAB, absorbance growth; inhibition, % at 11.9 µM; 330,000 tested, 0.29% active; AID 435030; in the data active = inhibition above about 12%;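 note: 0% = vehicle wells of infected cells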
E coli growth – reduces bacterial viability in AddAB counter-screen. E. coli V3065 growth, OD600 absorbance, 18 h. inhibition, % at 11.9 µM. 330,000 tested, 0.27% active;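 active = inhibition above the campaign's mean inhibition across all tested compounds plus 3 SD, cut at about 9.9% in these data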;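 note: uninfected addAB+ strain grown without phage in ampicillin broth; 0% = DMSO wells and 100% = ciprofloxacin 0.95 µg/ml wells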
PKA-R2B activ – PKA-R2B complex activation; P22694+P31323; PKA-R2B holoenzyme dissociation, Cy5-IP20 fluorescence polarization; R2B truncated from residue 108, S112A mutant; 0% DMSO only, 100% 113 µM cGMP; activation, % at 11.4 µM; 340,000 tested, 0.079% active;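 active = activation above a cutoff set at the mean over all compounds plus 3 SD, cut at about 18% in these data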;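 note: higher means more holoenzyme dissociation and a rise in polarization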
Target sequence (P31323 whole entry, looked up, other chains not shown, the tested form may be a part): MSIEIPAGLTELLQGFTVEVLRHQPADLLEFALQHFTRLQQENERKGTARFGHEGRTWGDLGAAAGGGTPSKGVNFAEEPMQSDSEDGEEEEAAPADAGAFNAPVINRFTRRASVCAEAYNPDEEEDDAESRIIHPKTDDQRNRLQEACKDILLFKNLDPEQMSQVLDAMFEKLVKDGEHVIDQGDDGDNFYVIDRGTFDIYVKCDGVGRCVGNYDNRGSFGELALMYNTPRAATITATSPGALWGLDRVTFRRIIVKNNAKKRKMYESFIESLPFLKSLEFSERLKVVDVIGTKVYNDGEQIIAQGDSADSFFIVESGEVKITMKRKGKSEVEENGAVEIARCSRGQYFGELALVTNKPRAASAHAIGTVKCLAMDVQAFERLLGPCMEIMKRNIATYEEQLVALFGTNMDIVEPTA
HTR5A inv ctr – counter-screen for OPRM1-OPRD1 inverse agonists: human HTR5A inverse agonism; inhibition, % at 9.3 µM; HTR5A cell line, luminescence; P47898; 340,000 tested, 0.083% active; in the data active = inhibition mostly above about 23%, no sharp cut-off; inactive = mostly below about 18%;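 note: 0% = cells with DMSO and 100% = no-cell wells with DMSO; some compounds called inactive have numbers as strong as hits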
Target sequence (P47898 whole entry, looked up): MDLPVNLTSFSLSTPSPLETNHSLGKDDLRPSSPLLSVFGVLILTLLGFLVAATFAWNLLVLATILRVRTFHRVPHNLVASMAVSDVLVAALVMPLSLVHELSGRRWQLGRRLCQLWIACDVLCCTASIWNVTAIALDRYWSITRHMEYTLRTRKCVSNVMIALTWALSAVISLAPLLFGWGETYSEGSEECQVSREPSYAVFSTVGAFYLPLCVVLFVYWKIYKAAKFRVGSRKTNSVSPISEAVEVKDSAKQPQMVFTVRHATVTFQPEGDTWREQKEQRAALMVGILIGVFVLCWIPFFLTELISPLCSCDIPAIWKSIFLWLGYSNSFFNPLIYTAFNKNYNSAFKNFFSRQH
* hit, by the source's call; nt = no result given.

SMILES	Tat export inh	PKA-R1A act	phage Ecoli inh	PfHsp90 yeast 2	Mot1-301 SUMO	MOR-DOR ag	MOR-DOR inv ag	AddAB inh	E coli growth	PKA-R2B activ	HTR5A inv ctr
CCC(=O)NNc1nc2c(F)cc(F)cc2s1	5.4	-15.9	3.1	5.5	3.4	0.4	-2.4	0.0	2.9	5.0	0.0
NCCCCCc1nnc(SCc2ccccc2Cl)o1	7.7	1.4	2.3	12.0	-7.0	-2.1	10.6	5.4	2.8	-1.5	15.1
CCOC(=O)c1c(C)[nH]c(C)c1C(=O)COC(=O)/C=C/c1ccc(OC)cc1	2.3	-5.3	5.1	-5.2	nt	-0.9	5.9	nt	nt	-2.1	15.5
N#CCCN(C(=O)COC(=O)CCc1c[nH]c2ccccc12)c1ccc(F)cc1	6.7	3.8	1.3	3.9	-18.4	-2.3	14.5	1.1	0.9	-15.7	-0.9
NCCCSC1=NCCCN1	0.9	-5.4	3.1	2.0	363.0	-0.1	0.3	-1.3	-2.4	2.5	-25.3
Cc1nn(CC(=O)NCC(C)c2ccccc2)c(=O)c2cccn12 (stereo unspecified)	-4.6	-0.4	2.1	18.4	-21.6	0.1	-0.5	-0.4	-1.3	6.4	12.8
CCCCN(C(=O)C(C)Oc1ccc(Cl)cc1)c1c(N)n(CCCC)c(=O)[nH]c1=O (stereo unspecified)	0.9	1.9	0.0	-16.1	-22.2	-2.1	11.5	0.7	-3.2	-6.5	3.9
Clc1ccccc1OCc1nnc2n1CCCCC2	0.2	-3.8	-0.3	-26.3	-6.3	-2.1	10.6	-1.9	-0.3	-1.7	-8.6
CN(Cc1ccccc1)C(=O)c1nc[nH]c1C(=O)N(C)Cc1ccccc1	3.0	11.2	2.9	14.0	6.8	-3.1	14.2	0.0	0.3	-1.7	7.8
CCN(C(=O)CSc1nc2ccccc2n1CC)C1CCS(=O)(=O)C1 (stereo unspecified)	-9.8	5.8	-1.1	-21.8	-10.2	1.3	-6.0	-0.8	-1.0	8.2	10.1
COC(=O)c1ccc(Cl)cc1N(Cc1c(F)cccc1Cl)S(C)(=O)=O	6.0	4.2	2.1	-6.8	-1.0	-1.4	7.2	-0.6	0.9	4.8	-39.8
Cc1ccc2nc(C(F)C(F)(F)F)[nH]c2c1 (stereo unspecified)	16.2	2.5	2.3	-108.0	-8.3	-2.5	13.0	1.4	-0.2	1.4	-1.8
Cc1ccccc1OCC(O)Cn1c2ccccc2c2ccccc21 (stereo unspecified)	-1.5	-13.8	1.3	-53.6	40.7	4.2	-23.6	0.1	1.4	-5.3	10.9
O=C(Nc1ccccc1)Oc1ccc[nH]c1=O	-11.9	14.5	-0.4	-17.9	5.1	-2.9	13.1	-1.1	-1.0	3.4	-17.7
C#CCOCCOCCOCCNc1nc(N2CCN(C(=O)[C@H](CCC(=O)O)n3cc(C(N)CC(C)C)nn3)CC2)nc(N2CCN(C(=O)[C@H](Cc3cc4ccccc4[nH]3)n3cc(C(N)[C@H](C)CC)nn3)CC2)n1 (stereo partly specified)	5.1	5.6	nt	9.4	9.4	-3.2	18.6	1.6	-1.3	-11.2	-30.4
C=CCn1c(N)c(C(=O)Nc2ccc(C)cc2)sc1=S	-3.2	6.0	3.0	6.0	0.6	0.4	-2.2	1.3	-2.6	2.6	13.7
Cc1ccc2c(c1)/C(=N/OS(=O)(=O)c1ccccc1)CCS2	-7.1	-5.7	4.6	nt	-4.7	-2.8	14.6	1.6	-0.9	1.2	-7.1
COc1ccc(Cl)cc1NC(=O)CN(C)C(=O)Cn1cnc2c1c(=O)n(C)c(=O)n2C	-6.2	-2.8	2.2	nt	-4.7	nt	nt	-1.0	2.2	2.9	nt
CCNc1nc(CN2CCCCC2)nc2scc(-c3ccccc3)c12	0.2	-10.2	-1.1	5.5	-33.4	0.3	-1.5	-1.0	-1.6	2.0	-7.4
CCOc1ccc(S(=O)(=O)Nc2ccc(C(=O)NCC(c3ccco3)N(C)C)cc2)cc1 (stereo unspecified)	3.7	-0.3	-1.9	2.5	76.2	1.5	-8.1	-1.6	-1.7	-6.8	-1.9
CC(C)(C)OC(=O)N1CCC(C(=O)Nc2ccc(C(=O)N3CCOCC3)cc2)CC1	-20.3	1.3	2.6	18.8	-3.9	-2.6	14.8	0.8	-0.4	3.1	-40.7
COc1ccc(N2CCN(C(CNC(=O)c3cccs3)c3ccco3)CC2)cc1 (stereo unspecified)	0.7	-10.1	5.0	-8.5	nt	-1.6	10.2	-1.1	-2.0	7.3	-4.0
O=C1NC[C@H](Cc2ccccc2)N(CCc2cccc(F)c2)C1=O	-15.6	3.1	3.0	12.2	-27.2	0.3	-1.6	1.2	1.2	1.3	9.4
O=C(Nc1ccc(-n2cc(Cl)cn2)cc1)c1ccncc1	-9.4	4.5	2.2	12.6	-3.2	-1.3	7.1	2.6	-0.3	3.3	-14.3
COCCN(C(=O)Nc1ccccc1)c1ccccc1	18.9	-16.4	3.8	43.2	362.3	-3.2	13.2	1.4	-0.7	-4.3	18.8
COc1ccc(CCC(=O)N2CC(C)OC(C)C2)cc1 (stereo unspecified)	12.6	1.0	1.3	-31.8	-10.2	-3.0	15.7	0.7	2.3	0.0	1.6
Cc1cnc(C(=O)OC(C)C(=O)NCc2ccccc2)cn1 (stereo unspecified)	0.2	2.3	4.0	-15.5	332.3	-1.6	10.5	-1.4	-1.1	-7.1	-4.7
N#Cc1cc2cc3c(cc2nc1SCC(=O)N1CCCC1)OCCO3	1.9	-8.6	nt	5.5	-3.7	0.3	-2.4	-0.2	0.6	-2.4	0.6
CC(=O)Nc1ccc(S(=O)(=O)NCCC(=O)OC(C)C(=O)NC2(C#N)CCCCC2)cc1 (stereo unspecified)	-8.5	-9.1	2.4	-1.0	nt	-4.0	16.1	3.1	-1.9	-21.2	-16.6
CCOC(=O)[C@H]1[C@H]2COc3ccc(Br)cc3[C@@H]2N2C(=O)CN(CC3CCCO3)C(=O)[C@@]12C (stereo partly specified)	3.4	3.2	2.2	9.7	132.5	-1.6	10.1	0.7	-1.5	1.9	17.4
COc1ccc2nc(SCC(=O)NN)cc(C)c2c1	-7.3	-17.8	2.5	7.1	-10.3	-2.2	9.6	2.9	1.6	-2.7	-5.4
CCOC(=O)c1nn(-c2ccc(F)cc2)c(=O)c2c(N)scc12	-0.9	-2.5	4.0	-10.9	4.7	0.6	-3.2	0.9	1.9	2.4	-0.9
O=C(Cn1cnc2cc([N+](=O)[O-])ccc2c1=O)Nc1cccc(S(=O)(=O)N2CCOCC2)c1	1.5	-8.2	2.0	-0.8	7.8	6.2	-34.3	-0.1	-1.9	-8.6	1.8
CCOC(=O)c1cnc2c(-c3ccccc3)c(C)nn2c1N	-5.1	1.6	3.1	nt	-8.0	0.4	-2.2	1.4	-2.4	-6.3	-16.8
OCC1(Cc2cccc(C(F)(F)F)c2)CCN(Cc2cc3ccccc3o2)CC1	4.4	-2.5	6.5	-36.3	nt	6.5	-30.1	1.1	3.0	4.5	-12.0
CCOC(=O)C1(CCOc2ccccc2)CCN(Cc2cccc(OC)c2O)CC1	-1.3	-2.5	-0.8	5.5	517.0*	6.7	-32.9	7.0	1.2	14.2	5.0
COc1ccc(S(=O)(=O)Cc2ccccc2)cc1N	10.7	0.5	0.8	nt	-10.1	1.3	-5.9	3.7	-0.1	-4.5	-3.8
COc1ccc(Cn2nnnc2CN(CCCN2CCOCC2)Cc2cc3cc(OC)ccc3[nH]c2=O)cc1	-1.6	0.7	-0.1	nt	-21.4	0.3	-1.5	-0.5	-3.4	6.0	-45.5
CCOCCCNCc1cc(Cl)cc(Cl)c1OCC	0.0	-0.6	1.3	0.2	38.9	0.1	-0.6	0.5	2.7	3.6	11.2
CC(C)Cc1nnc(NC(=O)c2cccc(S(=O)(=O)N3CCN(C)CC3)c2)s1	12.6	-1.5	-0.7	nt	-4.7	-1.3	6.8	0.7	1.2	-18.0	-9.3
O=C(Cn1ncc2c(=O)oc3ccccc3c21)N1CCN(c2ccccn2)CC1	-8.3	6.5	1.7	-17.0	-28.1	-2.3	13.5	1.8	0.6	1.0	0.6
CCO[C@H]1OC(C(=O)N2CCCCCCC2)=C[C@@H](c2csc3ccccc23)[C@@H]1CCCO	22.5	0.6	1.7	-11.8	12.3	1.3	-7.1	2.0	0.3	0.0	4.8
COCCNC(=O)COC(=O)C1=Cc2ccccc2OC1	-0.2	9.8	1.8	7.1	-12.3	-2.1	10.4	6.3	2.8	0.1	-23.1
COc1ccccc1C(=O)Nc1ccc(C)cc1C(=O)c1ccccc1	13.9	-4.2	1.9	3.2	0.1	1.1	-5.9	1.1	-0.7	-7.1	-9.4
CCOCCCNC(=O)C1CCN(S(=O)(=O)c2ccc(C)cc2)CC1	0.5	-2.4	2.4	11.0	4.3	-0.6	3.0	-0.6	-0.2	-5.7	5.8
O=c1c2ccccc2c(-c2ccccc2)nn1Cc1ccccc1	-3.8	-5.2	2.6	-6.4	3.2	-3.5	16.7	2.7	0.0	-9.7	6.6
CN(C)C(=O)N1CCC(C(=O)NCc2ccc(F)cc2Cl)CC1	-2.0	-14.8	0.1	nt	-15.3	0.5	-3.1	-0.8	-2.1	3.8	-0.9
Cc1cc(C)c(C(=O)CSc2nnc(C)s2)c(C)c1	-4.2	-5.6	1.4	nt	-3.0	0.1	-0.8	1.8	-0.8	8.1	-7.6
Cc1cc(S(=O)(=O)Nc2ccc3c(c2)n(C)c(=O)n3C)ccc1F	7.4	-0.8	2.4	-32.6	-24.2	-1.7	8.7	4.4	1.2	-0.8	13.4
O=C(OC1CCOC1=O)c1cccc(S(=O)(=O)Nc2cccc(Cl)c2)c1 (stereo unspecified)	-9.4	-3.5	1.0	1.9	6.1	-0.5	2.9	0.5	1.1	-5.1	-10.7
CCNC(=O)C(C)NC(=O)C1=NN(c2ccccc2)C(=O)CC1 (stereo unspecified)	-19.2	-1.8	2.2	-0.5	-18.8	-2.0	10.7	2.0	-0.3	-7.2	1.0
Clc1ccc(-c2ccc(CNCC3CCCO3)o2)cc1 (stereo unspecified)	1.3	1.7	4.1	13.3	0.9	-1.1	5.2	-0.5	-1.5	1.1	-1.6
CC1CCCCC12NC(=O)N(CC(=O)Nc1nccs1)C2=O (stereo unspecified)	-3.6	2.5	1.9	-7.4	nt	-3.1	16.4	0.1	1.6	4.4	0.4
CCOc1ccccc1N(C(=O)c1snc(C(N)=O)c1N)C(CC)C(=O)NC1CCCC1 (stereo unspecified)	-5.1	-5.9	2.2	-1.0	577.5*	-1.0	5.3	-0.1	-4.0	-8.7	0.9

3 entries already listed, sorted by the value under PfHsp90 yeast 2, highest first:
SMILES	Tat export inh	PKA-R1A act	phage Ecoli inh	PfHsp90 yeast 2	Mot1-301 SUMO	MOR-DOR ag	MOR-DOR inv ag	AddAB inh	PKA-R2B activ
Clc1ccc(-c2ccc(CNCC3CCCO3)o2)cc1 (stereo unspecified)	1.3	1.7	4.1	13.3	0.9	-1.1	5.2	-0.5	1.1
CCOc1ccccc1N(C(=O)c1snc(C(N)=O)c1N)C(CC)C(=O)NC1CCCC1 (stereo unspecified)	-5.1	-5.9	2.2	-1.0	577.5*	-1.0	5.3	-0.1	-8.7
O=c1c2ccccc2c(-c2ccccc2)nn1Cc1ccccc1	-3.8	-5.2	2.6	-6.4	3.2	-3.5	16.7	2.7	-9.7
